# Screening results: PubChem, Icahn School of Medicine at Mount Sinai
# ROC1-CUL1 inh: blocks human RBX1-Cullin-1 di-ubiquitin formation | P62877+Q13616 | in vitro K48 di-Ub FRET, acceptor:donor ratio, 45 min | inhibition, % at 10 µM | 140,000 compounds, 0.6% hits; in the data active = inhibition above about 25%
# Target sequence (P62877 whole entry, looked up): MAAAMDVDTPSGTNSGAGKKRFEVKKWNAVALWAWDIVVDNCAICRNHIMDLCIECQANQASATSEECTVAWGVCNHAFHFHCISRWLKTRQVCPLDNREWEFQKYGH
# Target sequence (Q13616 whole entry, looked up): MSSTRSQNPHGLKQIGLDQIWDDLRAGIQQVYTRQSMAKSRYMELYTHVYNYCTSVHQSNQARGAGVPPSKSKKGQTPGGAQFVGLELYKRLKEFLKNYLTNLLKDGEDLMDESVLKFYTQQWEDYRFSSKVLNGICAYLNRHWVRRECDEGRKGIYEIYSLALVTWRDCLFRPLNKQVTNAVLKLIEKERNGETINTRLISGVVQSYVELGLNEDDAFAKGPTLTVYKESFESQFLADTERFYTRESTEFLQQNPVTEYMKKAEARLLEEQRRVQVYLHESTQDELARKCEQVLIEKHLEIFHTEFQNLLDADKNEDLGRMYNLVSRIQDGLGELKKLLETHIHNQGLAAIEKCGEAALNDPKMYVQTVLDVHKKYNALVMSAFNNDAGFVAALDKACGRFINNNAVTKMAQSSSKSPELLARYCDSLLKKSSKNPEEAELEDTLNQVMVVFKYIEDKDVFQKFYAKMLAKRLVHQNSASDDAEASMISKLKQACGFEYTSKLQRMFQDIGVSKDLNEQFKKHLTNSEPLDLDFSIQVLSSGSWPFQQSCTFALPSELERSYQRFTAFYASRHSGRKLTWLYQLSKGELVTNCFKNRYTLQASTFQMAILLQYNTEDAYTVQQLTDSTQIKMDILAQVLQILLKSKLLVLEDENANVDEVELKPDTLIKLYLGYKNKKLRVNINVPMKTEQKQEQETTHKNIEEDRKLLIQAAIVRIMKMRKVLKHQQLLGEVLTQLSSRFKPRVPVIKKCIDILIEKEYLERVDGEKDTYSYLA
# An asterisk follows results filed as active; & = joins results of further samples. Only part of the results is shown (hit frequency here may not be typical).
Molecule	ROC1-CUL1 inh
COc1cccc(Cn2c(CNC(=O)c3cc([N+](=O)[O-])ccc3Cl)nc3cccnc32)c1	1
O=C(Nc1ccc(OCCCc2ccccc2)cc1)c1cccnc1	0
Cc1cc(C)c(S(N)(=O)=O)c(Cl)n1	2
Cc1ccc(N=C(C(=Nc2ccc(C)cc2)N(Cc2ccccc2)c2ccc(C)cc2)N(Cc2ccccc2)c2ccc(C)cc2)cc1	-11
Cc1cc(C)cc(NC(=O)CCc2c(C)nn(-c3ccc(N4CCCC4)nn3)c2C)c1	0
CC(C)OC(=O)c1ccc(Cn2nnc3sc4c(c3c2=O)CCCC4)cc1	44*
CCCCCOc1ccc(C#N)c2ccccc12	7
O=C1c2c(Br)c(Br)c(Br)c(Br)c2C(=O)N1c1cccnc1	-11
COCCN1CCCC2(CCN(C(=O)C3CCCCCC3)C2)C1=O (stereo unspecified)	4
C=C(C)COc1ccccc1NC(=O)C1CC1	5
Cc1ccc(COCC(O)CN2C(C)CCCC2C)cc1 (stereo unspecified)	7
Cc1ccc(C2(c3ccc(C)cc3)CC2C(=O)Nc2cccc3ccccc23)cc1 (stereo unspecified)	-8
Cc1cc(C(=O)N(C)C2CCCN(CCCc3ccccc3)C2)nc(C)n1 (stereo unspecified)	5
O=C(NC(=O)c1ccc(F)cc1)Nc1ccc(-c2cc(C(F)(F)F)nn2-c2ccccc2)cc1	-7
O=C(NC1CCCC1)c1ccc(N2CCC(NCCCn3ncc4ccccc43)CC2)cc1	3
CN1C(/C=C/c2ccccc2Cl)=Nc2cccc3cccc1c23	-9
Cc1nc(Nc2nc(C)c3ccccc3n2)[nH]c(=O)c1CC(C)C	8
Cc1cccc(CSc2nc(-c3cccs3)ccc2C#N)c1	-7
CC(C)Oc1ccc(C(=O)N(C)c2ccccc2)cc1	18
Cc1cc(C)c(Cn2c3ccccc3c3cnn(CC(=O)NCCc4ccccc4)c(=O)c32)c(C)c1	-1
COc1ccc(-c2nnc(SCC(=O)Nc3ccc(Cl)cc3)s2)cc1	-8
CC(=O)Nc1ccc(N2CC(C(=O)NCC(C)C)CC2=O)cc1 (stereo unspecified)	3
O=C(CN1CCN(c2ccccc2)CC1)NC1CCc2cc3c(cc21)CCC3 (stereo unspecified)	7
CCS(=O)(=O)N1CCc2cc(C(=O)NCc3ccccc3)ccc21	1
Clc1ccccc1-c1nnc2sc(/C=C/c3ccccc3)nn12	0
Cc1cc(C)n2c(SCc3ccccc3Cl)nnc2n1	5
CCn1c2c(c(=O)n3ncc(C(=O)N4CCN(c5ccc(Cl)cc5)CC4)c13)CN(Cc1ccc(OC)cc1)CC2	10
COc1cc(OC)c(Nc2nc3ccc(C)cc3n3nnnc23)cc1Cl	-4
Cc1ccccc1S(=O)(=O)N=C1C(=O)N(c2ccccc2)N(C)C1C (stereo unspecified)	0
Cn1ncnc1-c1ccnc(N2[C@@H]3CC[C@H]2CC(O)C3)n1 (stereo partly specified)	1

# Reprinted at random: seven entries already listed
Molecule	ROC1-CUL1 inh
Cn1ncnc1-c1ccnc(N2[C@@H]3CC[C@H]2CC(O)C3)n1 (stereo partly specified)	1
CC(=O)Nc1ccc(N2CC(C(=O)NCC(C)C)CC2=O)cc1 (stereo unspecified)	3
Cc1cccc(CSc2nc(-c3cccs3)ccc2C#N)c1	-7
CCS(=O)(=O)N1CCc2cc(C(=O)NCc3ccccc3)ccc21	1
CC(C)Oc1ccc(C(=O)N(C)c2ccccc2)cc1	18
COc1cc(OC)c(Nc2nc3ccc(C)cc3n3nnnc23)cc1Cl	-4
Cc1cc(C)c(Cn2c3ccccc3c3cnn(CC(=O)NCCc4ccccc4)c(=O)c32)c(C)c1	-1

# Continued.
Molecule	ROC1-CUL1 inh
O=C1CCC(CCC(=O)N(Cc2ccccc2)CC2CC2)(Cc2ccco2)N1 (stereo unspecified)	-5
Cc1cc(Cl)ccc1OCC(=O)Oc1ccc(Br)cc1	1
COc1cc(C)c(CNC(C)c2cnc(-c3ccncc3)nc2C)cc1C (stereo unspecified)	-7
COc1cccc2c1OCCCN(C(=O)c1cn(CC3CCCO3)nn1)C2 (stereo unspecified)	4
C=CCn1c(=N)c(C#N)cc2c(=O)n3cccc(C)c3nc21	-7
Cc1ccc2cccc(OS(=O)(=O)c3ccc(Cl)cc3)c2n1	-1
CCCCN(CCCNC(=O)c1cc(Nc2cccc(SC)c2)nc2ccccc12)Cc1ccccc1	5
Cc1ccccc1OCC(=O)Nc1ccc2c(c1)OCO2	-8
Cc1ccc2ccc3c(ccc4ccc5ccccc5c43)c2c1	-6
CCOc1ccccc1N(CC)C(=O)c1ccc2c(=O)n3c(nc2c1)CCCCC3	-5
Fc1ccc(NCc2ccccc2-c2nnc(-c3ccccc3Cl)o2)cc1	4
O=C(O)C12CC3CC(CC(S)(C3)C1)C2	3
CCC(Oc1ccc(F)cc1)C(=O)Nc1nc(-c2ccc(F)cc2)ns1 (stereo unspecified)	2
C=CCc1cc(C(=O)NC2CC3CCC2C3)ccc1OC (stereo unspecified)	-6
Cc1noc(NS(=O)(=O)c2ccc(NC(=O)c3cc(-c4ccc(Cl)s4)nc4ccccc34)cc2)c1C	6
COc1ccc(OCc2nc(C3CCCN(C)C3)cc(=O)[nH]2)cc1 (stereo unspecified)	-1
CCOC(=O)C1=C(C)OC(=N)C(C#N)C1c1sccc1C (stereo unspecified)	-4
O=C(NCc1ccncn1)c1csc2nc(-c3ccc(C(F)(F)F)cc3)cn12	0
CCOC(=O)N1CCN(C(c2ccc(F)cc2)c2ccc(F)cc2)CC1	-4
CC(=O)c1ccc(OCC(N)=O)cc1	3
c1ccc(SCCN2CCc3ccccc3C2)cc1	8
COc1ccc(OC)c(NC(=S)N2CCN(C/C=C/c3ccccc3)CC2)c1	3
Cc1[nH]nc2c1C(c1cccc(OCc3ccc(Cl)cc3)c1)C(C#N)C(=N)O2 (stereo unspecified)	-10
COc1cc(/C=C2\C(=O)NN(c3ccccc3)C2=O)cc(Cl)c1OCCCOc1ccc(C)cc1	92*
CCCc1nn(C)c(C(=O)Nc2ccccc2F)c1Cl	-1
O=C1C2=C(CCCC2)C2=NCc3c(F)cccc3N12	-7
Cc1cc(Cl)ccc1NCc1nnc(SCC(=O)Nc2cccc(Cl)c2)n1-c1ccccc1	-10
CCOc1ccc(NC(=O)Cn2cnc3nc4c(cc3c2=O)CCCC4)cc1	9
COCCCNC(=O)CCCn1c(=O)c2cccn2c2cccnc21	-7
COc1cc2c(cc1OC)C(C)N(C(=O)C(c1ccccc1)c1ccccc1)CC2 (stereo unspecified)	-1
CCN(CC)C(=O)CSc1nc2c(c(-c3cccs3)c1C#N)CCCC2	-6
c1ccc(CN2CCN(Cn3nnc4ccccc43)CC2)cc1	5
COc1ccc(-n2c(=O)c3c(c4cc(OC)ccc4n3C)n(Cc3ccc(F)cc3Cl)c2=O)cc1	2
Nc1ncc(-c2nnnn2-c2ccc(Cl)cc2)c(-c2ccc(Cl)cc2)n1	-7
CCOC(=O)c1c(-c2ccccc2)csc1NC(=O)c1c(OCC)ccc2ccccc12	-1
C/C(Cl)=C/Cn1c(SCc2ccccc2)nc2c1c(=O)[nH]c(=O)n2C	2
COc1ccc(CCCC(=O)Nc2cc(C)c(C)cc2Br)cc1	6
CCCCn1c(=O)c2c(nc3n(CCOC)c(C)cn23)n(C)c1=O	-9
O=C(CCC1CCCC1)N1CCc2c([nH]c3ccccc23)C1c1ccc(Cl)cc1 (stereo unspecified)	-15
COc1cc(F)ccc1CNC1CCCc2nc(N3CCC(CO)CC3)ncc21 (stereo unspecified)	11
COc1ccccc1C(=O)Oc1ccc2c(C)cc(=O)oc2c1	-1
COc1cc(C2N3CC4(C)CN2CC(C)(C3)C4O)ccc1O (stereo unspecified)	-1
CCOC(=O)c1ccc(NC(=O)CN(c2ccc(C)cc2)S(=O)(=O)c2c(C)noc2C)cc1	-9
COc1ccc(-c2noc(CN3CCN(c4cnccn4)CC3)n2)cc1	6
CC12COC3(C(=O)Nc4ccccc4)CC1CCC32C (stereo unspecified)	-4

# In the list so far, two contain a CF3 group.
Molecule	ROC1-CUL1 inh
O=C(NC(=O)c1ccc(F)cc1)Nc1ccc(-c2cc(C(F)(F)F)nn2-c2ccccc2)cc1	-7
O=C(NCc1ccncn1)c1csc2nc(-c3ccc(C(F)(F)F)cc3)cn12	0

# (further entries)
Molecule	ROC1-CUL1 inh
CCOC(=O)c1nc(Nc2ccc(OC)cc2)c2ccccc2n1	-3
CCn1c2ccccc2c2cc(N=C3SC(CC(=O)Nc4ccccc4OC)C(=O)N3C)ccc21 (stereo unspecified)	-10
O=C(Nc1ccc(Cl)c(-c2nc3ccccc3o2)c1)c1ccc(Cl)c([N+](=O)[O-])c1	-2
CCOc1cc(CNn2cnnc2)cc(Br)c1OCC(=O)NC1CCCCC1	-5
COc1ccc(-c2cc(C(=O)OCc3ccco3)c3ccccc3n2)cc1OC	-1
CCOC(CN(C)c1nc(N)n(C)c(=O)c1[N+](=O)[O-])OCC	-3
Cc1cc(C)c(S(=O)(=O)Nc2cccc(Cl)c2Cl)c(C)c1	10
O=S(=O)(c1ccc(Cl)cc1)c1nc(-c2ccccc2Br)oc1N1CCOCC1	1&6
COc1ccc(NS(=O)(=O)c2ccc(NS(=O)(=O)c3ccc(OC)c(Cl)c3Cl)cc2)cc1	6
Cc1ccc(/C=N/NC(=O)COc2cc(C)c(Cl)c(C)c2)s1	1
Cc1cccc(-c2nc(CN3CCCC(C(=O)N4CCN(c5cc(Cl)ccc5C)CC4)C3)c(C)o2)c1 (stereo unspecified)	-8
Cc1ccc(O)c(NC(=O)c2cc(-c3ccc(F)cc3)no2)c1	5
COc1ccc(/C=C/C(=O)c2sc(-c3cccs3)nc2C)cc1	-4
Nc1cccc(-c2nn(-c3ccccc3)nc2-c2cccc(N)c2)c1	3
CC(SC1=NC(=O)CC(=N)N1CCc1ccccc1)C(=O)Nc1ccccc1C#N (stereo unspecified)	-12
CCOC(=O)c1c(CSc2cccs2)n(C)c2cc(Br)c(O)cc12	0
O=c1c(-c2cnn(-c3ccccc3)c2)c(C(F)(F)F)oc2c3c(ccc12)OCCO3	4
O=[N+]([O-])c1cc(/C=N/Nc2cc(N3CCOCC3)nc(N3CCOCC3)n2)cc2c1OCO2	5
CCOc1ccc(/C=C2\C(=O)NC(=S)N(c3ccc(C)cc3)C2=O)c(OCC)c1	8
Cc1nnc(NC(=O)CS(=O)(=O)Cc2ccccc2)s1	8
CC(=O)c1ccc(N2C(=O)/C(=C/c3ccc(Cl)cc3)N=C2c2ccccc2)cc1	-3
CCc1nnc(NC(=O)C(=O)NCCOC(=O)c2ccccc2Cl)s1	9
Cc1c(Cl)cccc1NC(=O)CNS(=O)(=O)c1cccs1	-3
Cc1cccc(N2CC(c3nc4ccccc4n3CCC3CCCCC3)CC2=O)c1 (stereo unspecified)	-11
O=C(C1CCCN(S(=O)(=O)c2cccc3nonc23)C1)N1CCN(c2cccc(C(F)(F)F)c2)CC1 (stereo unspecified)	-3
Cc1cc(OCC(=O)Nc2ccc(N3CCCCC3)cc2)ccc1C(C)C	-6
O=C(Cn1c(-c2ccccc2F)nc2ccccc21)N1CCCCC1	6
O=C(CSc1nc2sc3c(c2c(=O)n1-c1ccccc1)CCC3)Nc1ccc(F)cc1	-1
CS(=O)(=O)N(Cc1ccc(F)cc1)c1ccccc1F	-5
Cn1c(=O)c2c(nc(Oc3ccccc3)n2Cc2ccc(Cl)cc2)n(C)c1=O	11

# Among those listed so far, four have a nitro group on carbon.
Molecule	ROC1-CUL1 inh
COc1cccc(Cn2c(CNC(=O)c3cc([N+](=O)[O-])ccc3Cl)nc3cccnc32)c1	1
O=C(Nc1ccc(Cl)c(-c2nc3ccccc3o2)c1)c1ccc(Cl)c([N+](=O)[O-])c1	-2
CCOC(CN(C)c1nc(N)n(C)c(=O)c1[N+](=O)[O-])OCC	-3
O=[N+]([O-])c1cc(/C=N/Nc2cc(N3CCOCC3)nc(N3CCOCC3)n2)cc2c1OCO2	5

# Continued:
Molecule	ROC1-CUL1 inh
CC[C@@H](C)[C@@H](CO)NC(=O)C(=O)N[C@H](CO)[C@H](C)CC	4
CCOc1ccc(-n2c(SCC(=O)NCc3ccccc3)nc3n[nH]c(C)c3c2=N)cc1	-3
CCC(Oc1ccccc1F)C(=O)NC1CCCC1 (stereo unspecified)	-1
O=[N+]([O-])c1cc2c(cc1/C=N/NS(=O)(=O)c1ccccc1)OCO2	-6
Cc1[nH]nc2c1C(c1ccccc1OC(F)F)C(C#N)C(=N)O2 (stereo unspecified)	3
c1cnc(Oc2cccc(CNC3CCCCC3)c2)nc1	3
CN(CCO)c1ccc2c3c(cccc13)C(=O)N(c1cccc(Cl)c1)C2=O	-4
O=C1OCCN1C(=O)c1ccccc1	0
CN1CCCC1C(=O)Nc1ccc(-c2cccc(F)c2)cc1 (stereo unspecified)	1
CCc1nnc(SCC(=O)Nc2nc3ccccc3s2)o1	4
O=C(Cc1ccccc1)Nc1c(C(=O)c2ccccc2)oc2ccccc12	13
COc1ccccc1NC(=O)Cn1c(=O)n(Cc2ccco2)c(=O)c2cccnc21	4
Cc1cc(=O)n2c(=O)/c(=C\c3ccc(Cl)cc3)sc2n1	-2
CC1=Nc2ncnn2C(c2ccccn2)C1C(=O)Nc1ccccc1C (stereo unspecified)	3
Cc1ccc(N2C(=O)C(C(=O)Cc3ccccc3)C(=O)N(c3ccc(C)cc3)C2=S)cc1	3
COCCCNC(=O)C1CCCN(c2ncnc3onc(C)c23)C1 (stereo unspecified)	4
CN1C(=O)CC(=NC(=O)c2cc(-c3ccc4c(c3)OCO4)nc3ccccc23)N(C)C1=O	3
CC1CCc2nc(NC(=O)CSc3nnnn3-c3ccccc3)sc2C1 (stereo unspecified)	3
O=C(NCC(c1cccs1)S(=O)(=O)c1cccs1)c1ccccc1F (stereo unspecified)	-5
O=C(c1cccs1)N1c2ccccc2C=Cc2ccccc21	3
